Compound activity (PubChem)
USP2a inh: qHTS Assay for Inhibitors of Ubiquitin-specific Protease USP2a Using CHOP2 as the Reporter; USP2 core, Ub-CHOP2 coupled fluorogenic reporter, 485/531; Potency, µM (doses to about 38.3 µM), without a hit: top-dose activity change, negative = inhibition, hits mostly inhibitors; actives 0.01% (n = 330,000); AID 463254, 2010;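 further: potency means the concentration at half of the fitted maximal effect; plate controls were DMSO wells for no effect and full inhibition by NEM control for full effect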
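Cell-free coupled assay: 10nM USP2 core preincubated 30min RT with compound in Tris-HCl pH 8.0/CaCl2/CHAPS buffer, then 25nM Ub-CHOP2 and 25nM reporter substrate; fluorescence (Ex 485/Em 531) read after 60min RT, normalized to NEM inhibition, concentration-response curves fitted.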
Chronic BCR inh: qHTS Assay to Find Inhibitors of Chronic Active B-Cell Receptor Signaling | ABC-DLBCL IkBa-CBG/CBR reporter, luminescence ratio, 4 h | Potency, µM (doses to about 46.1 µM), without a hit: at the top dose ratio change, negative = lower green/red ratio, actives largely listed as inhibitors | actives 0.05% (n = 340,000); active means well fitted inhibition curve with a large enough effect in the signal ratio, with a control signal flat, not every such curve was filed as active; inconclusive means small, poorly fitted or top-dose-only effect, or effect the other way, or a change in a side signal; the % refers to the signal ratio;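 further: potency means the concentration at half of the fitted maximal effect; plate controls were basal doxycycline-induced cells for no effect and cells given 10 µM MG132 for full effect; MG132 reads +100%, hits lower the ratio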
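Doxycycline induced both beetle luciferases in TMD8 lymphoma cells; IKK-driven degradation limits the IkappaBalpha-fused green signal, while red luminescence normalises for cell number and nonspecific effects. Compounds tested up to 46 uM, 4 hrs.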
Menin-MLL TR inh: qHTS Assay for Inhibitors Targeting the Menin-MLL Interaction in MLL Related Leukemias: Competition With Texas Red Labeled MLL-derived Mutant Peptide; Menin + Texas Red MLL mutant peptide, fluorescence polarization; AID 1768, 2009; Potency, µM (titrated, usually from 61.6 µM), inactives show at the top dose FP activity change, negative = inhibition, actives largely listed as inhibitors; actives 0.23% (n = 270,000); active means well fitted inhibition curve with a large enough effect in the polarisation, with a control signal flat, not every such curve was filed as active; inconclusive means small, poorly fitted or top-dose-only effect, or effect the other way, or a change in a side signal; inactive means no such curve, though single readings can be large or run the other way; the % refers to the polarisation; further: potency means the concentration at half of the fitted maximal effect; % of control where 0% means no effect; many of its hits are not listed in these tables
TSHR antagonist: Antagonists of the Thyroid Stimulating Hormone Receptor: HTS campaign | activity change, negative = inhibition, % at 11.5 µM | AID 504810, 2011 | Thyrotropin receptor (Homo sapiens), P16473 | actives 0.2% (n = 330,000) | TSHR-expressing cells, TSH-stimulated cAMP HTRF, 2 h; hits give low values;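 active means activity change below a set negative limit, meaning inhibition stronger than a set level, cut at about -70% in these data; inconclusive means activity change between two set negative limits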; further: on the % scale 0 is the no-effect control and ±100 the full control effect
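TSHR-expressing cells, 200/well, pre-treated with compound, then stimulated with EC80 TSH (4nM final) for 2 hours at 37 deg C. cAMP measured by competitive HTRF: anti-cAMP cryptate antibody in lysis buffer plus cAMP-d2, read after 30 minutes at room temperature.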
ASM inhibitor: Inhibitors of Secretory Acid Sphingomyelinase (S-ASM): qHTS; Sphingomyelin phosphodiesterase (Homo sapiens), P17405; placental ASM, HMU-PC fluorogenic substrate, 60 min; Potency, µM (highest dose often 57.5 µM), for the others: at the highest dose activity change, negative = inhibition, most hits filed as inhibitors; actives 0.006% (n = 340,000); AID 504937, 2011; further: potency means the concentration at half of the fitted maximal effect
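Human placenta-derived ASM preincubated with compound 10 min at room temperature, then reacted with 9 uM (final) fluorogenic HMU-PC substrate for 60 min at 37 C. Stop solution raises pH to 10; fluorescence read at Ex 386/Em 447 nm.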
Mito fusion act: qHTS Assay for Small Molecule Inhibitors of Mitochondrial Division or Activators of Mitochondrial Fusion. Potency, µM (doses to about 46.1 µM), for inactives: at the highest dose growth rescue (activation), usual class: activators. S. cerevisiae fusion-defective mutant growth rescue, CellTiterGlo 48 h. actives 0.23% (n = 320,000);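 further: potency means the concentration at half of the fitted maximal effect; % of control where 0% means no effect; nearly all actives have a fitted effect of over 45% in size; temperature-sensitive fusion mutants such as fzo1-1 at 37 °C on non-fermentable ethanol glycerol medium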
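S. cerevisiae fusion-defective temperature-sensitive mutants (e.g. fzo1-1, mgm1-5) grown 48 h at 37C in YPEG (ethanol/glycerol non-fermentable) medium with 23 nl compound per well; growth rescue read as CellTiterGlo luminescence.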
MBNL1 CUG block: qHTS Assay for Inhibitors of MBNL1-poly(CUG) RNA binding; Potency, µM (titrated, usually from 57.5 µM), for the others: top-dose activity change, negative = inhibition, actives largely listed as inhibitors; actives 0.036% (n = 280,000); TR-FRET MBNL1-His/biotin-(CUG)12 binding, 665/545 ratio; AID 2675, 2010; active means well fitted inhibition curve with a large enough effect in the signal ratio, with a control signal flat, not every such curve was filed as active; inconclusive means small, poorly fitted or top-dose-only effect, or effect the other way, or a change in a side signal; inactive means no such curve, though single readings can be large or run the other way; the % refers to the signal ratio; further: potency means the concentration at half of the fitted maximal effect; on the % scale 0 is the no-effect control and ±100 the full control effect
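Ratiometric TR-FRET (665 over 545 nm, excitation 340 nm) tracks disruption of MBNL1-His/biotin-(CUG)12 complex after 60 min at room temperature, with compounds at 92 nM to 58 uM final.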
PKM2 activator: qHTS Assay for Activators of Human Muscle isoform 2 Pyruvate Kinase. Pyruvate kinase PKM (Homo sapiens), P14618. purified PKM2, Kinase-Glo ATP luminescence, activation; response scale: 0% is enzyme alone, no compound. Potency, µM (top dose mostly 57.5 µM), for inactives: top-dose activation, hits mostly activators. actives 0.34% (n = 260,000); further: potency means the concentration at half of the fitted maximal effect; on the % scale 0 is the no-effect control and ±100 the full control effect; nearly all actives have a fitted effect of over 55% in size
Target sequence (P14618 whole entry, looked up, canonical isoform): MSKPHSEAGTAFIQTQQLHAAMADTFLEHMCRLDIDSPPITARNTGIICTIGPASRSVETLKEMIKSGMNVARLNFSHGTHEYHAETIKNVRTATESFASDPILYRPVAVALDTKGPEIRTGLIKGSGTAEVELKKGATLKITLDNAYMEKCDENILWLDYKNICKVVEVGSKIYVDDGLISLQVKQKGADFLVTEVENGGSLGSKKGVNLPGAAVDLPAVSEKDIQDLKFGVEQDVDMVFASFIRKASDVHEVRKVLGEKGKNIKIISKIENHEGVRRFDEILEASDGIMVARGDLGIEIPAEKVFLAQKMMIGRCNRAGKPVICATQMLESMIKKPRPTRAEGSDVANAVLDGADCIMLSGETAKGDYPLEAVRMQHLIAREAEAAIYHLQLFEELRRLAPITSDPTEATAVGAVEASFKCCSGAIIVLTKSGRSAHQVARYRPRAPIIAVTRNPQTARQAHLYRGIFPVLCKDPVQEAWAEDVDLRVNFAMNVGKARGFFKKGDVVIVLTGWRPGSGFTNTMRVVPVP
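ATP formation by purified human PK-M2, quantified via coupled luciferase luminescence after 1 h at room temperature with 0.1 mM ADP and 0.5 mM PEP final.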
hERG WT inh: qHTS for Inhibitors of KCHN2 3.1: Wildtype qHTS; Voltage-gated inwardly rectifying potassium channel KCNH2 (Homo sapiens), Q12809; U2OS, BacMam KCNH2, thallium flux FluxOr; hits give low values; activity change, % at 1.84 µM; actives 0.37% (n = 340,000);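 active means maximum activity change below -70%; inconclusive means maximum activity change between -70% and -50%; inactive means maximum activity change above -50%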; further: on the % scale 0 is the no-effect control and ±100 the full control effect
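U2OS cells were transduced with wild-type KCNH2 virus (2.03 x 10^8 / mL) for 4 h at room temperature, then cultured overnight at 37 C. Thallium flux was read with FluxOr dye. Rate constants were normalized to DMSO controls.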
GALK inhibitor: qHTS Assay for Inhibitors of Human Galactokinase (GALK); Purified GALK, Kinase-Glo residual ATP luminescence; Potency, µM (highest dose often 57.5 µM), without a hit: top-dose activity change, negative = inhibition, most hits filed as inhibitors; actives 0.007% (n = 270,000); AID 1868, 2009; further: potency means the concentration at half of the fitted maximal effect; on the % scale 0 is the no-effect control and ±100 the full control effect
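Compounds were pin-transferred into ATP buffer (35 uM final), then GALK plus galactose (5 nM, 100 uM final) was added. After 1 h at room temperature, Kinase-Glo Plus was added and luminescence read after 10 min.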
Eya2 inh: qHTS Assay for Inhibitors of the Phosphatase Activity of Eya2; Protein phosphatase EYA2 (Homo sapiens), O00167; recombinant Eya2, OMFP fluorescence dephosphorylation (OMFP is methylfluorescein phosphate); Potency, µM (series often up to 76.9 µM), for inactives: top-dose activity, negative = inhibition, usual class: inhibitors; actives 0.006% (n = 330,000); further: potency means the concentration at half of the fitted maximal effect; on the % scale 0 is the no-effect control and ±100 the full control effect
Target sequence (O00167 whole entry, looked up): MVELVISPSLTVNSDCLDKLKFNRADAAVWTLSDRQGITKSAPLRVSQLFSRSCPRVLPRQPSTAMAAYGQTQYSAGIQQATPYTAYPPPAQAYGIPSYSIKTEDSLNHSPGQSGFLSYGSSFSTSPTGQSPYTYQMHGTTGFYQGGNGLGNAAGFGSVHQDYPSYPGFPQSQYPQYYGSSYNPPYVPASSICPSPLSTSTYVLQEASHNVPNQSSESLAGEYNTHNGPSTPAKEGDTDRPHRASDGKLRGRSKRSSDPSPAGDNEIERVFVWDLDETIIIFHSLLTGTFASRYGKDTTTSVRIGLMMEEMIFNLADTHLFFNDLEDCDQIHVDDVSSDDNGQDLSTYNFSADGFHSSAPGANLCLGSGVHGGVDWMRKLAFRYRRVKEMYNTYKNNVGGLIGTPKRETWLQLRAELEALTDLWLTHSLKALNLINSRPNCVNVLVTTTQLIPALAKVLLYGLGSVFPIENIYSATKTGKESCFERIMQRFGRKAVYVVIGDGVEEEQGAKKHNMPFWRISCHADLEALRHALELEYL
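Eya2 (0.2 uM) preincubated 10 min at ambient with compound, then OMFP substrate added at 50 uM; 10 min reaction in 50 mM HEPES pH 7.5, 50 mM NaCl, 5 uM MgCl2, 0.05% BSA, 1 mM DTT. Fluorescence read at Ex 485/Em 525 nm.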
An asterisk follows results filed as active; ? = inconclusive; . = not tested or not shown; [ ] = another dose, or the depositor's remark. Unless noted, the call rests on the fitted dose curve; in most records, active means well fitted curve in the direction sought with a large enough effect; inconclusive means small, poorly fitted or top-dose-only effect, or another doubt; inactive means no such curve, though single readings can be large; an effect the other way counts as inactive or inconclusive. Only part of the results is shown. The share of hits here may be higher or lower than overall.

SMILES	USP2a inh	Chronic BCR inh	Menin-MLL TR inh	TSHR antagonist	ASM inhibitor	Mito fusion act	MBNL1 CUG block	PKM2 activator	hERG WT inh	GALK inhibitor	Eya2 inh
CCn1cc(C(=O)N(CCC(C)C)c2c(N)n(Cc3ccccc3)c(=O)[nH]c2=O)c(=O)c2ccc(C)nc21	0%	?	-8%	-7	3%	3%	.	-11%	-1	0%	18%
C=CCOc1ccccc1CN1CCCN(C)CC1	-1%	2%	-9%	5	5%	-1%	0%	2%	2	-4%	-11%
O=C(Nc1ccccc1C(F)(F)F)c1cc(-c2ccc(O)cc2)on1	-8%	?	?	-19	-6%	0%	-10%	0%	0	0%	-15%
O=c1[nH]c(/C=C/c2ccccc2Cl)c([N+](=O)[O-])c(=O)[nH]1	0%	?	80%[activator]	-12	-2%	-2%	3%	3%	-2	0%	12%
O=C(NCc1ccccc1)C(=O)NCC1COc2ccccc2O1 (stereo not drawn)	1%	?	?	-6	-3%	1%	?	-26%	4	-1%	3%
COc1ccc(-n2c(C)nc3c(cnn3-c3ccc(Cl)cc3)c2=O)cc1	-10%	-5%	-15%	-2	3%	12%	0%	-2%	-4	1%	8%
CN(C)S(=O)(=O)N1CCN(C(=O)c2cccc(Br)c2)CC1	6%	5%	0%	28	1%	-1%	-8%	1%	-7	2%	-10%
CC(C)OCC1CC(CC(=O)NC(=S)Nc2cccc([N+](=O)[O-])c2)C(=O)O1 (stereo not drawn)	5%	-12%	11%	-1	-4%	-1%	?	-1%	5	-4%	4%
COc1ccc(N2CC(C(=O)N/N=C/c3cccs3)CC2=O)cc1 (stereo not drawn)	2%	-8%	4%	13	-3%	-15%	?	-6%	.	0%	11%
O=C(CSc1ccc2nnc(-c3cccnc3)n2n1)Nc1ccccc1	1%	-8%	.	19	-1%	-1%	6%	15%	-7	-1%	-4%
CC(C)NC(=O)CSc1nc(N)c(NC(=O)c2ccccc2F)c(=O)[nH]1	2%	0%	5%	2	1%	-5%	?	3%	-1	-1%	-5%
O=C(Nc1ccc(S(=O)(=O)N2CCCC2)cc1)C1CC(=O)N(CCc2ccc(F)cc2)C1 (stereo not drawn)	-3%	3%	.	-9	-4%	-1%	.	.	3	.	3%
CCCn1c(N)c(N(CCOC)C(=O)c2ccc(N(C)S(=O)(=O)c3ccc(C)cc3)cc2)c(=O)[nH]c1=O	0%	?	.	7	13%	-2%	.	.	5	.	17%
COc1ccc(N2C(=O)C3CCCN3C2=S)cc1 (stereo not drawn)	3%	-12%	22%	-7	-8%	-3%	-3%	8%	17	-1%	-5%
Cc1ccc(S(=O)(=O)N2CCN(CC(=O)Nc3ccc(N4CCOCC4)cc3)CC2)cc1C	1%	-2%	-10%	10	0%	-5%	.	-1%	-5	0%	2%

Compounds listed so far with an aryl thioether with sulfur outside any ring, in the order listed:
SMILES	USP2a inh	Chronic BCR inh	Menin-MLL TR inh	TSHR antagonist	ASM inhibitor	Mito fusion act	MBNL1 CUG block	PKM2 activator	hERG WT inh	GALK inhibitor	Eya2 inh
O=C(CSc1ccc2nnc(-c3cccnc3)n2n1)Nc1ccccc1	1%	-8%	.	19	-1%	-1%	6%	15%	-7	-1%	-4%
CC(C)NC(=O)CSc1nc(N)c(NC(=O)c2ccccc2F)c(=O)[nH]1	2%	0%	5%	2	1%	-5%	?	3%	-1	-1%	-5%

(more compounds)
SMILES	USP2a inh	Chronic BCR inh	Menin-MLL TR inh	TSHR antagonist	ASM inhibitor	Mito fusion act	MBNL1 CUG block	PKM2 activator	hERG WT inh	GALK inhibitor	Eya2 inh
CC(C)(C)c1ccc(S(=O)(=O)N2CCC(CO)(CC3CCCCO3)CC2)cc1 (stereo not drawn)	-9%	18%	?	-8	-4%	?	-2%	4%	4	0%	-16%
N/C(Cc1ccc([N+](=O)[O-])cc1)=N\OC(=O)CC1CCCCC1	0%	-1%	0%	-18	0%	-23%	.	0%	-6	-1%	-6%
COc1ccc(C2(c3ccc(OC)cc3)NC(=O)N(CC(=O)Nc3cc(C)on3)C2=O)cc1	3%	1%	.	10	-4%	.	.	.	7	.	-5%
Cc1c(NC(=O)C2Cc3ccccc3CN2C(=O)c2ccco2)c(=O)n(-c2ccccc2)n1C (stereo not drawn)	0%	1%	0%	-7	3%	-1%	-1%	-6%	2	0%	45%[15.4 µM]
CCOc1ccc(NC(=O)CN2C(=O)S/C(=C/c3cccn3C)C2=O)cc1	6%	?	?	29	-1%	-3%	-4%	-3%	-1	5%	6%
Cc1cc(CNC(=O)c2cccc([N+](=O)[O-])c2C)c2ccccc2n1	11%	-4%	13%	0	-3%	27%	15%	.	1	1%	-30%
CC1CCCCC1NC(=O)COc1ncnc2sccc12 (stereo not drawn)	2%	2%	.	17	1%	-5%	.	.	-3	.	0%
COc1ccc2c(c1)CC/C(=C\c1ccc(C)o1)C2=O	5%	?	.	-6	33%[activator]	6%	12%	?	-2	-2%	-6%
Cn1c(O)c(C2=c3ccccc3=NC2=O)sc1=Nc1ccc(Cl)cc1	1%	?	?	-10	-16%	1%	6%	-4%	-1	1%	6%
CCN(CC)c1ccc(CN(C(=O)c2cccs2)C2CCS(=O)(=O)C2)cc1 (stereo not drawn)	1%	-18%	.	17	-1%	5%	0%	.	9	-4%	-10%
Cc1ccc(NC(=O)CSc2nnc(C)c(=O)[nH]2)cc1C	-14%	-14%	-9%	0	2%	-1%	-17%	11%	3	-1%	3%
CCOc1ccc(N(C)S(=O)(=O)c2cc(-c3cc(C)no3)ccc2C(C)C)cc1	-6%	17%	15%	-19	-19%	-14%	0%	0%[0.46 µM]	-2	7%	-10%
Cc1ccc(N(CC(=O)NC(C)C)C(=O)CCC(=O)Nc2nccs2)cc1	0%	0%	-13%	2	3%	0%	2%	0%	-7	-3%	?
CCN1CCN(c2cc(C)c3cc(NC(=S)NCc4cccs4)ccc3n2)CC1	-1%	4%	-13%	4	115%[activator]	-6%	3%	1%	3	0%	10%
CCC1(c2ccc(Cl)cc2)NC(=O)N(CC(=O)N2CCN(C(=O)c3ccco3)CC2)C1=O (stereo not drawn)	0%	-6%	.	30	1%	.	.	.	5	.	5%
Cc1ccc(OCc2cn3cccnc3n2)cc1	2%	-6%	-25%	7	8%	0%	-5%	11%	5	-4%	3%
CCC1S/C(=N\S(=O)(=O)c2cccs2)N(C2CCCCC2)C1=O (stereo not drawn)	0%	2%	-1%	-2	-2%	5%	7%	-3%	12	2%	9%
CN(Cc1ccccc1)C(=O)CCCn1c(=O)[nH]c2cc(Cl)ccc2c1=O	-1%	?	-2%	2	-5%	2%	-8%	-2%	2	3%	-9%
CC(=O)NC12CC3CC(C1)CC(C(=O)N(C)CC(=O)Nc1cccc(F)c1)(C3)C2	3%	-1%	.	8	4%	-2%	.	.	3	.	20%
COC(=O)c1cc(S(=O)(=O)Nc2nn(C)c3ccccc23)oc1C	2%	-19%	.	4	-2%	-2%	2%	-3%	-1	.	15%
Nc1ccc(-c2nnc(-c3ccccc3)o2)cc1	2%	?	?	-28	74%[activator]	-3%	-11%	3%	1	-2%	-13%
